GIRK2 activator – Activators of human GIRK2-containing channels; HEK293 GIRK2/NPY4 cells, thallium flux fluorescence; P48051; 34,000 tested, under 10 active; activation (% efficacy), % for hits at 37.5 µM;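 active = primary screen hit, no activity in plain HEK293 cells, and in GIRK2-only cells above 5% efficacy rising with concentration; inactive = the rest, including fluorescent compounds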;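 also: efficacy is normalized control-subtracted fluorescence 15 s after thallium addition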
Target sequence (P48051 whole entry, looked up): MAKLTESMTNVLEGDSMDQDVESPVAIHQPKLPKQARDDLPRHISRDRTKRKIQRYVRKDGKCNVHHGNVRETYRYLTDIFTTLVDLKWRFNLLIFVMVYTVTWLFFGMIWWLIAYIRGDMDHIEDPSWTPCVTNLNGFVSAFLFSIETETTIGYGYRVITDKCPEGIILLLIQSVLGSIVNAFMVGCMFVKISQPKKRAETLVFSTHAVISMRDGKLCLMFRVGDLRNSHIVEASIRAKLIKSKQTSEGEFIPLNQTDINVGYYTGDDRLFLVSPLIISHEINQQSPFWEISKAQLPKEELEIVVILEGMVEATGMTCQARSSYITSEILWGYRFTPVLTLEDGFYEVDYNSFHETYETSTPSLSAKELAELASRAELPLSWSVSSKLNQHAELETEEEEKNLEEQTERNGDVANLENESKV
Calls only; i = inactive. Only part of the results is shown; the hit share may differ from the screen's.

SMILES	GIRK2 activator
O=C(Nc1ccc2c(c1)CN(C(=O)c1cccs1)CC2)c1ccc2nsnc2c1	i
COc1ccc(Cl)cc1NC(=O)c1ccc(=O)n(Cc2ccc(Cl)cc2)c1	i
O=C(/C=C\c1ccc2c(c1)OCO2)NNC(=O)c1ccc(=O)n(Cc2ccccc2)c1	i
O=C(c1ccc(=O)n(Cc2ccccc2F)c1)N1CCc2ccccc21	i
COc1ccc(CCNC(=O)COc2ccccc2)cc1OC	i
CCN1CCN(S(=O)(=O)CCNC(=O)c2cc(=O)c3ccccc3o2)CC1	i
Cc1ccc(Cl)cc1NC(=O)CC1=NS(=O)(=O)c2ccccc2N1	i
COc1ccc(NC(=O)COc2ccc3ccccc3c2)cc1N1CCCCC1=O	i
Cc1ccnc(OCC(=O)N2CCC(C(N)=O)CC2)n1	i
CC(C)OCCCNC(=O)C(=O)NC1CCCCC1	i
Cc1ccc(SCCCNC(=O)Nc2nccc(C)n2)cc1	i
O=C(CSCc1cc(=O)[nH][nH]1)Nc1ccc(F)cc1	i
Cn1nc(-c2ccc(NS(=O)(=O)c3ccc4ccccc4c3)cc2)ccc1=O	i
CSc1ccccc1NC(=O)C(=O)NCC1CCN(C(=O)c2cccnc2)CC1	i
C=CCNC(=S)NC(=O)c1cc2c(C)nn(-c3ccccc3)c2s1	i
O=C(Nc1cccnc1)c1ccc(S(=O)(=O)NC2CCCC2)cc1	i
COc1cc(COCC2CCN(CC(=O)Nc3ccc4c(c3)OCO4)CC2)cc(OC)c1	i
COc1cc(S(=O)(=O)Nc2ccccc2C(=O)O)c(OC)cc1C	i
COc1ccc(CNC(=O)c2c(C(F)(F)F)nn(C)c2C)cc1	i
Cc1ccc2c(c1)CCCN2C(=O)CCCn1nc(-c2ccco2)ccc1=O	i
Cc1ccc2c(c1)N(C(=O)Cn1c3ccccc3c3ncn(Cc4ccccc4)c(=O)c31)CCO2	i
COc1ccc(-c2cc(CC(=O)Nc3ccc(C)c(Cl)c3)no2)cc1	i
COc1ccc(C2(CNC(=O)C(=O)Nc3ccc4c(c3)OCO4)CCCC2)cc1	i
Cn1nc(-c2cccc(NC(=O)c3ccccc3C(F)(F)F)c2)ccc1=O	i
COc1ccc(S(=O)(=O)Nc2ccc(N3CCCCC3=O)cc2)cc1OC	i
Cc1nc(NC(=O)C2CCCN(c3cc(-n4cccn4)ncn3)C2)sc1C(=O)N(C)C (stereo not drawn)	i
O=C(NCCN1CCC(c2cccs2)CC1)C(=O)Nc1ccc2c(c1)OCO2	i
CCOC(=O)Nc1nc(CC(=O)Nc2ccccc2CC)cs1	i
CC(C)(CO)NC(=O)Cc1ccc(NC(=O)Nc2ccccc2C(F)(F)F)cc1	i
CC1Cc2cc(-c3cc(CC(=O)Nc4ccccc4C(F)(F)F)no3)ccc2O1 (stereo not drawn)	i
COc1cccc(Cn2c(SCc3nc(-c4ccc(Cl)cc4)no3)nc3ccsc3c2=O)c1	i
COc1ccc(Cn2c(C(C)C)nc3sc4ccccc4c(=O)c3c2=O)cc1	i
CCCOc1cn(-c2ccc(F)cc2)nc1C(=O)Nc1ccc(NC(C)=O)cc1	i
CCCCCn1c(C)c(C)n2c3c(=O)n(C)c(=O)n(C)c3nc12	i
Cc1c(C(=O)O)sc2nc[nH]c(=O)c12	i
Cc1cc(-c2nnc(SCC(=O)NC(C)C)o2)c(C)o1	i
O=C(O)CN1C(=O)SC(Nc2ccc(F)cc2)C1=O (stereo not drawn)	i
O=C(c1ccc2c(=O)n(Cc3ccccc3Cl)c(=S)[nH]c2c1)N1CCN(c2ccccc2)CC1	i
COc1cc(C(=O)NCCNc2ccc(Nc3cc(C)ccn3)nn2)cc(OC)c1OC	i
Cc1ccc(C)c(-c2nnc(NC(=O)c3ccno3)o2)c1	i
Cc1ccn2c(=O)c(NC(=O)Nc3ccc4c(c3)OCCO4)c(C)nc2c1	i
COc1ccc(-c2nc(S(=O)(=O)c3ccc(F)cc3)c(N3CCOCC3)o2)cc1	i
O=C(CN1C(=O)c2ccccc2C1=O)NCCN1CCOC(c2ccccc2)C1 (stereo not drawn)	i
O=C(NCC1CCN(c2ncccn2)CC1)c1cnc2ccccc2n1	i
Cc1cc(OCC(O)Cn2c(C3CC(=O)N(C(C)(C)C)C3)nc3ccccc32)cc(C)c1Cl (stereo not drawn)	i
CCCN(CCC)S(=O)(=O)CCNC(=O)c1ccc(OC)cc1	i
O=C(NCCN1CCC(c2cccs2)CC1)c1ccccc1F	i
COc1ccc(Cl)cc1C(=O)Nc1ccc(N2CCCC2=O)cc1	i
CC(C)Sc1cccc(C(=O)Nc2nnc(-c3ccnn3C(C)C)o2)c1	i
O=C(NCC1(O)CCc2ccccc21)C(=O)Nc1cccc(C(F)(F)F)c1 (stereo not drawn)	i
Cc1cc(C(=O)N(Cc2ccco2)c2nc3c(C)cc(Cl)cc3s2)on1	i
CC(C)(C)c1ccc(NC(=O)N2c3ccccc3CC2C(N)=O)cc1 (stereo not drawn)	i
O=S(=O)(NC1CCCC(O)C1)c1ccc(OC(F)(F)F)cc1 (stereo not drawn)	i
Cc1cccc(NC(=O)Cn2c3ccccc3c3ncn(Cc4ccccc4)c(=O)c32)c1	i
Cc1cc(F)ccc1S(=O)(=O)Nc1ccc(CC(=O)N2CCOCC2)cc1	i
Cc1cc(NC(=O)c2cccc(N3C(=O)CCC3=O)c2)n(C)n1	i
CC(C)(C)NC(=O)N1CCC(CNC(=O)CN2C(=O)CCC2=O)CC1	i
COc1ccccc1NC(=O)Nc1ccc(N2CCCS2(=O)=O)cc1	i
COc1ccc(S(=O)(=O)CCC(=O)Nc2ccc(-c3nc4ccccc4[nH]3)cc2)cc1	i
O=C(NCC1CCN(Cc2cccs2)CC1)c1ccc2c(c1)OCO2	i

Going on with the list.
SMILES	GIRK2 activator
Cc1nnc(NC(=O)CCn2cnc3ccccc3c2=O)s1	i
Cc1nnsc1C(=O)N1CCC(CNS(=O)(=O)c2ccccc2F)CC1	i
COc1ccc(OC)c(-c2ccc(=O)n(CC(=O)N3CCCCCC3)n2)c1	i
COc1cc(NC(=O)COc2ccc3ccccc3c2)ccc1N1CCCCC1=O	i
Cc1ccc(NC(=O)Nc2cccc(-c3ccc(N4CCOCC4)nn3)c2)cc1	i
Cn1nc(-c2ccc(F)cc2)cc1C(=O)NCCCC(=O)Nc1cccc2cccnc12	i
OC(COCCOc1ccc(F)cc1)CN1CCOCC1 (stereo not drawn)	i
CC(C)(C)S(=O)(=O)c1ccc(NCCc2ccc(S(N)(=O)=O)cc2)nn1	i
Cc1cn2nnc(C(=O)NCCc3cccs3)c2c(=O)[nH]1	i
Cc1ccc(-c2ccc(=O)n(CCCNS(=O)(=O)c3c(C)cc(C)cc3C)n2)cc1	i
Cc1nc(NCCNC(=O)c2ncccn2)cc(N2CCOCC2)n1	i
Cc1ccc2nc3c(cc(C(=O)NCC4COc5ccccc5O4)n3C)c(=O)n2c1 (stereo not drawn)	i
COc1ccccc1CCNC(=O)C1CN(c2nc3c(C(F)(F)F)cccc3s2)C1	i
CCn1nnc2c(Nc3ccc(OC(F)(F)F)cc3)ncnc21	i
O=C(NCc1ccco1)C1CCCN(c2ccc(-n3ccnc3)nn2)C1 (stereo not drawn)	i
O=C(NCCCN1CCCC1=O)C(=O)Nc1ccc(F)c(Cl)c1	i
COc1ccc(C(=O)NCC#CCN2CCc3ccccc3C2)cc1OC	i
COC(=O)Nc1nc(CC(=O)N2CCN(c3ccccc3Cl)CC2)cs1	i
COc1cccc2cc(C(=O)NCC3CCN(C(=O)c4snnc4C)CC3)oc12	i
Cc1cc(NC(=O)CCc2ccccc2)n(-c2nc3c(cnn3-c3cccc(Cl)c3)c(=O)[nH]2)n1	i
COc1ccccc1C1(CNC(=O)Nc2cccc(C(F)(F)F)c2)CCOCC1	i
O=C(Nc1ccc(Cl)c([N+](=O)[O-])c1)c1ccc(=O)n(Cc2cccc([N+](=O)[O-])c2)c1	i
CCOc1cc(C)c(C(C)C)cc1S(=O)(=O)N1CCC(C(N)=O)CC1	i
CCc1ccc(S(=O)(=O)N2CCC(c3ccsc3)CC2)s1	i
CS(=O)(=O)N1CCCCC1C(=O)Nc1nc(-c2ccccn2)cs1 (stereo not drawn)	i
CSc1nc2ccc(NC(=O)CS(=O)(=O)Cc3ccccc3)cc2s1	i
Cc1cc(N(C)C)nc(NCCNC(=O)/C=C/c2ccccc2)n1	i
O=S(=O)(c1ccc(F)cc1)c1nc(-c2ccccc2)oc1NCc1cccnc1	i
COC(=O)Nc1nc(CC(=O)N2CCN(c3ccc(C(C)=O)cc3)CC2)cs1	i
COc1ccc(S(=O)(=O)Nc2ccc(N3CCCCC3=O)cc2)cc1	i
O=C(NCc1nc(-c2ccccc2)no1)c1cc(Cl)ccn1	i
COc1ccc(S(=O)(=O)Nc2ccc(C(=O)Nc3sc4c(c3C(N)=O)CCC(C)C4)cc2)cc1 (stereo not drawn)	i
Cc1cc(=O)n(CC(=O)NCc2ccc3c(c2)OCO3)cn1	i
C=CCNC(=O)Cc1csc(NC(=O)OCC)n1	i
O=C(c1ccc(=O)[nH]n1)N1CCN(c2cccc(Cl)c2)CC1	i
O=C(Nc1noc2ncccc12)c1ccc(C(F)(F)F)cc1	i
C#CCOCC(O)CN1CCN(c2cccc(C(F)(F)F)c2)CC1 (stereo not drawn)	i
O=C(NCC1(c2ccccc2)CCOCC1)c1ccc(F)cc1Cl	i
COc1ccc(-c2nnc3ccc(OCCNC(=O)c4ccc(C)c(C)c4)nn23)cc1	i
O=C(COc1ccccc1)NCCn1ncc2c(N3CCN(c4ncccn4)CC3)ncnc21	i
O=C(c1ccc(=O)n(Cc2cccc(Cl)c2)c1)N1CCCc2ccccc21	i
Cc1ccc(S(=O)(=O)N(CC(O)Cn2cnc3ccccc32)c2ccc(F)cc2)cc1 (stereo not drawn)	i
O=C(CSCc1ccccc1)NCCc1ccsc1	i
CCC(=O)Nc1ccc(SCc2cccc(F)c2)nn1	i
O=C(Cc1csc(NC(=O)c2ccc[nH]c2=O)n1)NCCc1ccc(Cl)cc1	i
CCOC(=O)N1CCC(NC(=O)C(=O)Nc2ccccc2F)CC1	i
CCCc1cc(=O)n(CC(=O)Nc2nc3ccc(C)cc3s2)cn1	i
CCOC(=O)Cc1csc(NC(=O)C2CN(c3nc4ccc(OC)cc4s3)C2)n1	i
CC(C)(C)c1csc(CN2CCN(S(=O)(=O)Cc3ccccc3)CC2)n1	i
O=C(Nc1cccc(Cl)c1)N1CCN(c2ccc(-c3ccco3)nn2)CC1	i
COc1ccc(NC(=O)N2CCN(c3cc(-n4nc(C)cc4C)ncn3)CC2)c(OC)c1	i
CCS(=O)(=O)N1CCCc2cc(NC(=O)Nc3cc(Cl)ccc3OC)ccc21	i
O=C(Cc1cc(-c2ccc(Cl)cc2)on1)N1CCc2ccccc2C1	i
Cc1ccc(C(=O)Nn2cnc3c(cnn3C(C)(C)C)c2=O)cc1[N+](=O)[O-]	i
CS(=O)(=O)c1ccc(NC(=O)c2ccc(F)cc2F)cc1	i
CN(c1ccsc1C(=O)Nc1ccc(OC(F)(F)F)cc1)S(=O)(=O)c1ccccc1	i
Cc1cccc(C)c1NC(=O)CCc1csc(NC(=O)c2ccco2)n1	i
Cc1ccc2c(=O)c(-c3nc(-c4ccccc4C)no3)cn(CC(=O)NC3CCCC3)c2n1	i
COc1ccc(OC)c(Nc2nc(CC(=O)N3CCC(C(N)=O)CC3)cs2)c1	i
O=C(CCCn1c(=S)[nH]c2ccc(Br)cc2c1=O)NCc1ccc2c(c1)OCO2	i

Next part:
SMILES	GIRK2 activator
Cc1nccn1CC1CCN(S(=O)(=O)c2cccc(F)c2)CC1	i
CN1CC(NC(=O)Cc2cccc3ccccc23)CC1=O (stereo not drawn)	i
COc1ccccc1NC(=O)CN1CCN(c2ncnc3c2nnn3C)CC1	i
CCOc1ccc(-c2cc(=O)n(CC(=O)c3ccccc3)cn2)cc1	i
Cn1nnc2c(N3CCN(CC(=O)NCc4ccco4)CC3)ncnc21	i
COc1ccc(OC)c(NC(=O)c2ccc(S(=O)(=O)NC3CC3)cc2)c1	i
COc1ccc2c(=O)c(Oc3ccc(C(=O)Nc4ccccc4OC)cc3)coc2c1	i
COc1ccc(-c2ccc(C#N)c(=O)[nH]2)cc1	i
CC(c1ccccc1)n1c(N2CCOCC2)nc2c1c(=O)n(C)c(=O)n2C (stereo not drawn)	i
CCc1nc(NCC(=O)O)c2oc3ccccc3c2n1	i
Cc1ccc(NC(=O)c2csc(NS(=O)(=O)c3ccccc3)n2)cc1F	i
Cc1cc(C(=O)NCC2COC3(CCCCC3)O2)c(C)o1 (stereo not drawn)	i
O=C(NCc1ccc2c(c1)OCO2)c1n[nH]nc1Nc1ccccc1	i
Cc1ccc(C)c(C(=O)Nc2ccc3c(c2)N(S(=O)(=O)c2ccc(F)cc2)CCC3)c1	i
